Screening results from PubChem BioAssay.
Cardiac RTF inh: cardiac RTF calcium desensitization; IANBD-labeled cardiac RTF, Ca2+ fluorescence; inhibition, % at 7.15 µM; 0.12% of 340,000 active; AID 493244;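 active = inhibition above the mean inhibition of all tested compounds plus 3 SD, cut at about 17% in these data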;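 note: assay run at fixed EC70 calcium of 1.6 mM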
C-LANA FP: KSHV C-LANA DNA binding inhibition; MBP-C-LANA/FAM-LBS DNA binding, fluorescence polarization; inhibition, % at 9 µM; 0.078% of 340,000 active;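 active = highest replicate inhibition at or above 60% at 9 µM, even if other replicates fall short; inactive = all replicates below 60% inhibition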;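 note: 0% = neutral control wells and 100% = 4 µM acridine orange control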
MOR-DOR inv ag: mu-delta opioid heterodimer inverse agonism | P35372+P41143 | cell-based MOR-DOR heterodimer luminescence | inhibition, % at 9.3 µM | 0.21% of 340,000 active | AID 504357; in the data active = inhibition above about 22%, passing the limit was not always enough;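 note: 0% = cells with DMSO and 100% = wells without cells with DMSO; values of inactives mirror those of a sister screen read the other way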
Target sequence (P35372 whole entry, looked up): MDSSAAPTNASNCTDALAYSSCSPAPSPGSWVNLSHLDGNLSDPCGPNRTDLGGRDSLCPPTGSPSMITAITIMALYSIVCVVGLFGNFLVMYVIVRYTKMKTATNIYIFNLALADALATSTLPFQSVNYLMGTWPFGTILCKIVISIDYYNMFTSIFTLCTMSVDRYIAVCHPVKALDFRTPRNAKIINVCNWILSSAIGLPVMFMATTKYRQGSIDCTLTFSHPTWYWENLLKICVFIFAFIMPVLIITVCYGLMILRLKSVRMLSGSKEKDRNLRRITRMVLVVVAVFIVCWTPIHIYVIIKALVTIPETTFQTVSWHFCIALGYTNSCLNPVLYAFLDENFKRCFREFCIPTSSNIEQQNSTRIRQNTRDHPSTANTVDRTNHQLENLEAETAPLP
Target sequence (P41143 whole entry, looked up): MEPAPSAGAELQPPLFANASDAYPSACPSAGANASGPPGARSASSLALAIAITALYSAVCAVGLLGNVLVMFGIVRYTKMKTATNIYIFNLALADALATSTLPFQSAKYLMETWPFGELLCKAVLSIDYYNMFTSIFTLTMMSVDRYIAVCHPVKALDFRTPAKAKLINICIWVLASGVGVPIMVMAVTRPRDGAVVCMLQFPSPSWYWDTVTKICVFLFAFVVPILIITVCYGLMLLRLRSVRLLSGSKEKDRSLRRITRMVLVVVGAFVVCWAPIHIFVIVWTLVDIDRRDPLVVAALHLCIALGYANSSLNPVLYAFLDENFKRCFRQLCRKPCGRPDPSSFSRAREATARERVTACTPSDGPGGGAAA
RTF Ca sens act: cardiac RTF calcium sensitization | P19429+P45379 | IANBD-labeled TnC RTF fluorescence at EC20 calcium; 0% EC20 calcium, 100% full calcium | activation, % at 7.2 µM | 0.24% of 340,000 active | AID 493008;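 active = activation above the mean over all tested compounds plus 3 SD, cut at about 30% in these data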;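 note: rise in fluorescence read as greater calcium sensitivity of cardiac thin filaments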
Wnt act: Wnt/beta-catenin pathway activation. Wnt/beta-catenin reporter cell assay, activator, plate reader. AID 743398. 1.2% of 300,000 active. activation, % at 9.35 µM; in the data active = activation above about 30%, passing the limit was not always enough;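 note: 0% = neutral control wells and 100% = positive control wells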
Arr AP2 block: inhibitors of human beta-arrestin and AP2 interaction; FITC-arrestin peptide / GST-AP2 beads, flow cytometry; AP2 beta2 appendage carries R879A mutation; inhibition, % at 10 µM; 0.31% of 340,000 active; AID 504490;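 active = inhibition above a set limit, near 3 SD of compounds lacking own fluorescence, cut at about 54% in these data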;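 note: plate controls were DMSO wells for no effect and 5 µM unlabelled arrestin peptide for full effect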
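Material – GST-tagged AP2 beta2-adaptin appendage (R879A) on 4 µm glutathione beads · Probe or stimulus – fluorescein-tagged arrestin peptide at 50 nM final · Timing – 12 min plus 1 h, RT · Detection – bead flow cytometry, FITC channel · Read-out basis – inhibition as reduced fluorescein signal on beads, percent · Medium – PBS plus Tween 20 (0.05%) and BSA (0.1%)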
Pemphigus Ab inh: inhibitors of pemphigus antibody binding to human desmoglein-3. 0.48% of 310,000 active. DSG3-coupled beads, scFv-anti-DSG3-GFP binding, flow cytometry; hits give low values. binding (percent of control), % at 10 µM. P32926;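 active = binding more than 3 SD below its plate's average and above zero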;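 note: hits lower antibody fragment binding to DSG3; some compounds called inactive have numbers as strong as hits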
V-ATPase pH: alters yeast V-ATPase proton transport; S. cerevisiae, pHLuorin cytosolic pH fluorescence; response, % at 10 µM; 0.37% of 350,000 active; in the data active = response mostly above about 7.3%, no sharp cut-off; inactive = mostly below about 5.4%; note: actives read high; inactives centre near 0; some compounds called inactive have numbers as strong as hits; reference of the scale not given here
MOR-DOR ag: OPRM1-OPRD1 heterodimerization agonism; AID 504326; activation, % at 9.3 µM; 0.3% of 340,000 active; cells, luminescence; P35372+P41143; in the data active = activation above about 18%;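 note: 0% = vehicle-treated cells and 100% = reference agonist; values of inactives mirror those of a sister screen read the other way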
Keap1-Nrf2 PPI: Keap1-Nrf2 (human) interaction inhibition. Q14145. Keap1 Kelch-Nrf2 peptide fluorescence polarization, 1536-well. inhibition, % at 9.4 µM. 0.15% of 340,000 active. AID 504523; in the data active = inhibition above about 12%;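 note: human Keap1 Kelch domain with fluorescein labeled Nrf2 9mer peptide probe; 0% = neutral control wells and 100% = peptide positive control; higher means more block of Keap1 binding to Nrf2 peptide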
* marks the source's active call; other numbers are inactive results; x = no result given. This is a random part of the collection (roughly 3.1% active in at least one column).

SMILES | Cardiac RTF inh | C-LANA FP | MOR-DOR inv ag | RTF Ca sens act | Wnt act | Arr AP2 block | Pemphigus Ab inh | V-ATPase pH | MOR-DOR ag | Keap1-Nrf2 PPI
COC(=O)c1ccc(C23CC4(C2)[C@H](CN(Cc2ccc(C(F)(F)F)cc2)[C@@H]4c2ccccc2)C3c2ccccc2)cc1 (stereo partly drawn) | 1 | -1.4 | 3 | -9 | x | 14 | 94 | 1 | -0.5 | -8
Cc1cccc(NC(=S)NNC(=O)Cc2ccccc2)c1 | -19 | 0.7 | 9 | -2 | x | 0 | 121 | 0 | -1.6 | -1
CO/N=C/Cc1c([N+](=O)[O-])c(C)nn1C | -1 | -1.2 | -12 | 8 | -3 | 5 | 99 | -6 | 2.0 | -3
CC(C)(Oc1ccc(Cl)cc1)C(=O)OCc1nc2ccsc2c(=O)[nH]1 | -3 | -1.5 | 11 | 0 | -2 | 32 | 104 | 3 | -2.0 | 1
COCCCNC(=O)c1ccc2c(c1)OCO2 | -10 | -0.8 | 6 | 3 | 3 | 0 | x | -5 | -1.1 | -2
CN1CCc2nc(SCC(=O)Nc3ccc(OC(F)(F)F)cc3)c(C#N)c(-c3cccs3)c2C1 | -14 | 0.5 | -29 | -2 | -12 | 4 | 95 | 4 | 4.7 | 0
CCCc1cc(=O)oc2cc(C)cc(OC(C)C(=O)NCCCn3ccnc3)c12 (stereo not drawn) | -11 | -1.5 | 11 | -1 | 4 | 3 | 101 | -1 | -2.1 | -4
Cc1cc(C(=O)NNC(=S)NCc2ccco2)n(C)n1 | 7 | -2.0 | 8 | -3 | 9 | 5 | x | -5 | -1.3 | -2
CCCCN(CCCNC(=O)Cn1ncc2ccsc2c1=O)Cc1ccccc1 | -4 | 0.8 | 3 | -3 | -6 | 19 | 83 | -4 | -0.5 | 0
CC(C)CN1C(=O)C(=O)N(CC(=O)c2ccc3c(c2)CCCC3)C1=O | -5 | -1.0 | -1 | 7 | 0 | -5 | 101 | 3 | 0.3 | -2
Cc1c(NC(=O)CN2CCC(C(N)=O)CC2)cccc1[N+](=O)[O-] | 3 | -0.7 | 12 | -1 | 2 | -15 | 98 | -1 | -2.3 | -5
COc1ccc(C(CC(=O)N2CCOCC2)c2c(O)cc(OC)cc2OC)cc1 (stereo not drawn) | 0 | 0.6 | 6 | -4 | -1 | -3 | 101 | -2 | -1.2 | -6
O=C(Nc1nnc(-c2ccccc2)o1)Nc1ccccc1Cl | -11 | 0.2 | 9 | 1 | -5 | -1 | 105 | 0 | -1.7 | 4
CCOC(=O)C1(Cc2ccccc2C)CCCN(C(=O)CCc2cccnc2)C1 (stereo not drawn) | -12 | -0.3 | 12 | 1 | 2 | 13 | 101 | -3 | -2.3 | 1
CC(c1ccon1)N(C)Cc1cn[nH]c1-c1ccc(-c2ccccc2)cc1 (stereo not drawn) | 7 | -2.2 | -28 | -3 | x | 4 | 105 | 1 | 4.1 | 6
CCOC(=O)C1CCCN(C(=O)CNC(=O)Cn2ccc3ccccc3c2=O)C1 (stereo not drawn) | -2 | -0.9 | 15 | -4 | -2 | -5 | x | 1 | -2.5 | -3
Nc1n[nH]c(N)c1N=Nc1ccc(F)cc1 | -3 | -0.5 | -20 | 9 | 1 | 12 | 109 | -4 | 3.9 | -4
CCc1cc2c(=O)c(-c3cnn(-c4ccccc4)c3)c(C)oc2cc1OCC(=O)Nc1cccc(C)c1 | -3 | 0.4 | 12 | -10 | -2 | 7 | 96 | 4 | -2.0 | -3
CCOc1cc(C(=O)Nc2nnc(CC)s2)ccc1OCC(=O)N1CCOCC1 | -7 | 0.8 | 14 | -2 | 0 | -6 | x | -1 | -3.3 | -4
COc1ccccc1-c1cc(C(F)(F)F)nc(S(=O)(=O)CCCC(=O)O)n1 | 8 | -1.1 | 8 | -1 | x | -1 | 104 | -1 | -1.5 | -12
Cc1ccc(-c2cc3c(nn2)-c2ccccc2C3=O)cc1 | -4 | -0.5 | 99* | 2 | -13 | 0 | 99 | 2 | -19 | 0
O=C(c1ccco1)N(Cc1ccco1)Cc1cc2ccccc2[nH]c1=O | -6 | 0.0 | 5 | -2 | -6 | 24 | 103 | -6 | -1.0 | -4
CCOc1ccc(NC(=O)N(CCC(C)C)C(C)c2ccco2)cc1 (stereo not drawn) | -7 | -1.0 | -5 | -6 | x | 3 | 100 | -6 | 0.8 | -1
O=C(Cn1nnc(-c2ccc(CN3CCOCC3)cc2)n1)N(c1ccccc1)c1ccccc1 | -7 | -1.8 | 14 | 5 | -1 | -17 | 103 | 2 | -3.0 | -4
CC(C)CC(C(=O)Nc1oc(-c2ccccc2)c(-c2ccccc2)c1C#N)N1C(=O)c2ccccc2C1=O (stereo not drawn) | -1 | 0.7 | -2 | 3 | -4 | -1 | 101 | 0 | 0.4 | -8
O=C(NC(N1CCOCC1)C(Cl)(Cl)Cl)c1ccccc1Cl (stereo not drawn) | 6 | -0.4 | 6 | 0 | 0 | 7 | 104 | 4 | -1.1 | -5
COc1ccccc1N1CCN(C(=O)c2c(C)noc2C)CC1 | 5 | -0.6 | 6 | -13 | -2 | -2 | 109 | 7 | -1.1 | -1
C[C@H](OC(=O)NCc1ccc(C(F)(F)F)cc1)[C@@H]1O[C@@]2(C)CCC[C@@H]1O2 | -3 | 0.4 | 9 | 10 | -3 | -2 | 101 | 0 | -1.7 | 5
CC(C(=O)NCCN1C(=O)S/C(=C\c2cccnc2)C1=O)N1C(=O)c2ccccc2C1=O (stereo not drawn) | 5 | 0.9 | -31 | -5 | -1 | 1 | 104 | -2 | 4.3 | -6
O=C(NCCc1ccc(Cl)cc1)C1CCCN1C(=O)Nc1ccccc1 (stereo not drawn) | -1 | -0.5 | 12 | -10 | 1 | -6 | 117 | 2 | -2.5 | -3
N#Cc1cc(-c2ccc(Cl)cc2)cnc1Sc1ccccc1 | -3 | -0.7 | 9 | 0 | x | -2 | 105 | -1 | -1.7 | -1
CCOc1ccc(-c2cc(C(=O)N/N=C/c3ccc(O)cc3)c3ccccc3n2)cc1 | -7 | -2.7 | 15 | 3 | 1 | -2 | 108 | -4 | -2.9 | -1
Cn1ccnc1SCCNC(=O)CCc1nnc(CCCCc2ccccc2)o1 | -4 | -1.1 | 10 | -8 | -2 | -10 | 103 | 2 | -2.0 | -1
CCOC(=O)/C(=N\Nc1ccccc1Cl)N(C)C1CCCCC1 | 4 | 1.8 | 1 | -2 | 1 | 2 | 102 | 1 | -0.2 | -3
Cc1c(-n2c(-c3ccccc3)nc3ccccc3c2=O)c(=O)n(-c2ccccc2)n1C | -7 | -0.7 | 4 | -3 | 11 | -5 | 95 | 2 | -0.5 | -3
CCn1c(SCC(=O)Nc2cc(NC(C)=O)ccc2OC)nnc1-c1cccnc1 | -3 | -0.6 | 6 | 4 | x | -7 | 92 | 3 | -1.0 | -4
COc1cccc(N2CCN(S(=O)(=O)c3cn(C)cn3)CC2)c1 | -1 | -1.3 | 7 | -3 | -1 | 1 | x | 2 | -1.3 | -6
COc1ccccc1N1CCN(C(=O)CCc2nnc3ccc(N4CCOCC4)nn23)CC1 | 2 | -0.2 | 10 | -3 | -1 | 5 | x | 3 | -1.9 | -3
O=S(=O)(c1cccc(S(=O)(=O)N2CCOCC2)c1)N1CCCCC1 | -1 | 0.6 | 13 | 1 | 3 | 30 | 97 | -2 | -2.6 | 2
Cc1nn2c(-c3ccc(F)cc3)ccnc2c1Br | 1 | -0.7 | -7 | 8 | 0 | 21 | 83 | 0 | 1.3 | 1

Limited to MOR-DOR inv ag and Pemphigus Ab inh (2 entries from above):
| compound | MOR-DOR inv ag | Pemphigus Ab inh |
| --- | --- | --- |
| O=S(=O)(c1cccc(S(=O)(=O)N2CCOCC2)c1)N1CCCCC1 | 13 | 97 |
| N#Cc1cc(-c2ccc(Cl)cc2)cnc1Sc1ccccc1 | 9 | 105 |

Next part.
SMILES | Cardiac RTF inh | C-LANA FP | MOR-DOR inv ag | RTF Ca sens act | Wnt act | Arr AP2 block | Pemphigus Ab inh | V-ATPase pH | MOR-DOR ag | Keap1-Nrf2 PPI
Cc1cnc(NC(=O)CSc2ccc(Cl)cc2)s1 | -21 | -1.1 | -9 | 6 | -3 | -2 | 98 | 0 | 1.8 | -1
CC(C)=N/N=C1/NC(=O)C(c2ccc(Cl)cc2)S1 (stereo not drawn) | -4 | -0.6 | -6 | -2 | -4 | -13 | 94 | 1 | 1.2 | -2
CN1C(=O)SC(Nc2ccc(F)cc2)C1=O (stereo not drawn) | -13 | -0.2 | 20 | 10 | x | 5 | 101 | -1 | -3.7 | -5
O=C(Nc1ccccc1Cl)c1ccc(-n2cccn2)c([N+](=O)[O-])c1 | 1 | -0.1 | 0 | 6 | 6 | 16 | 106 | 0 | 0.1 | 1
CC(=O)NCC(=O)NC1CCCc2c1cnn2-c1ccc(C(C)(C)C)cc1 (stereo not drawn) | -16 | -0.5 | 0 | 12 | -2 | 5 | 98 | 0 | 0.1 | -1
NC(=O)c1cccn1Cc1ccccc1Cl | -9 | 1.0 | -17 | 5 | x | -8 | 99 | -1 | 3.2 | -8
CCn1nc(CC(=O)O)c2ccccc2c1=O | -26 | -0.7 | -1 | -5 | 1 | -5 | 98 | -1 | 0.1 | -2
CCc1ccc(NC(=O)C2CCC(CNC(=O)[C@@H]3Cc4ccccc4CN3)CC2)cc1 (stereo partly drawn) | -3 | -1.5 | 12 | -7 | -2 | 2 | 103 | 12 | -2.5 | 2
O=C(N/N=C/c1ccc(Sc2ccccn2)o1)c1cc2ccccc2cc1O | -6 | -0.3 | 6 | -5 | 1 | -3 | 101 | -1 | -1.2 | -7
Cc1ccc(NC(=O)CN2CCC(C(=O)c3ccc(F)cc3)CC2)cc1 | 0 | -1.6 | 2 | 4 | -3 | -6 | x | 3 | -0.3 | -2
N#CCCN(Cc1cccnc1)S(=O)(=O)c1ccc(S(=O)(=O)NC2CCCCC2)cc1 | -2 | -1.0 | 10 | 4 | x | 31 | 100 | 8.6* | -1.8 | -3
Nc1nc(-c2ccc(F)cc2)cs1 | 1 | 1.2 | 18 | -4 | 8 | 3 | 97 | 2 | -3.4 | -3
N=C(N)SCc1ccc(O)c([N+](=O)[O-])c1 | 5 | -1.6 | 11 | -1 | 6 | 14 | 96 | 2 | -2.1 | 4
CC(C)C(=O)N1CCC(c2nc(-c3ccc(S(=O)(=O)N4CCN(C)CC4)cc3)no2)CC1 | -9 | 1.1 | 5 | 1 | -10 | -6 | 96 | 0 | -0.9 | 3
Cc1ccc(N(CC(=O)Nc2ccc3c(c2)OCCO3)S(=O)(=O)c2c(C)noc2C)cc1 | 0 | -1.5 | -5 | -3 | x | 2 | 100 | -6 | 1.0 | -3
Cc1ccc(/C=N/NC(=O)c2ccccn2)o1 | 0 | -1.5 | -7 | 2 | 10 | -3 | 106 | -4 | 1.3 | 0
O=S(=O)(Nc1cccc(-c2ccc(N3CCOCC3)nn2)c1)c1cc(Cl)ccc1Cl | -8 | -0.9 | 17 | -9 | 17 | -3 | 102 | 10 | -3.3 | -1
